Screening data (PubChem BioAssay)
OXTR ag – human OXTR agonists, primary screen, fluorescence, CHO-OTR cells, Fluo-8 calcium. Oxytocin receptor (Homo sapiens), P30559. Fluo-8 calcium fluorescence; normalized: DMSO 0%, oxytocin 100%. activation, % at 3 µM. 0.32% of 320,000 active;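 active means activation above the mean of all tested compounds plus 3 SD, cutoff set per screening run, cut at about 20% in these data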;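 further: peak over basal fluorescence ratio from a 100 s FLIPR kinetic read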
MEKK3 PB1 HTS – modulators of MEKK3-MEK5 PB1 binding, primary screen, biochemical, wildtype MEKK3, multiplex bead flow cytometry, Alexa488-MEK5; 1.4% of 290,000 active; bead-based flow cytometry, Alexa488-MEK5 binding to MEKK3; actives lie on both sides; 0 = blocked by unlabeled MEK5, 100 = vehicle; binding response (% of control), % at 10 µM; Mitogen-activated protein kinase kinase kinase 3 (Homo sapiens), Q99759;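 active means binding response more than 3 SD above or below the average of its plate-row segment, actives on both sides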;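 further: Alexa488 bead fluorescence after subtracting the streptavidin-only scavenger bead signal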
Target sequence (Q99759 whole entry, looked up): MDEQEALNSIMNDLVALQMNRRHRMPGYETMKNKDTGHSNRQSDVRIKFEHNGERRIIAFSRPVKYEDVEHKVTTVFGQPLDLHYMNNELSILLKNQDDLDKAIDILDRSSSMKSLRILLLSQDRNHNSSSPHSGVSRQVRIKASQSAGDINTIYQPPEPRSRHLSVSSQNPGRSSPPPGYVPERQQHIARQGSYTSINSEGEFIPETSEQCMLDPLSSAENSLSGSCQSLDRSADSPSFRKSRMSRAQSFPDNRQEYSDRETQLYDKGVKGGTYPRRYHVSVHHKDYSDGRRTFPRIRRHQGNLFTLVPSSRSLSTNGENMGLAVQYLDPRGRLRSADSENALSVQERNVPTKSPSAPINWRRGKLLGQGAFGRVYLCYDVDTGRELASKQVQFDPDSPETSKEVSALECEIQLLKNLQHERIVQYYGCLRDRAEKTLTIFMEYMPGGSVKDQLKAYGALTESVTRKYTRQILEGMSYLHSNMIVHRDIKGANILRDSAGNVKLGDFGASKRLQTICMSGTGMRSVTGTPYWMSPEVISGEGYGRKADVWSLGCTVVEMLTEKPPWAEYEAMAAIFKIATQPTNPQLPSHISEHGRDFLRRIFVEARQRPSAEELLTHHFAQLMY
GPR7 antag – GPR7 receptor antagonists, primary screen, cell-based, fluorescence, single concentration. GPR7-expressing cells, fluorescence antagonist assay. inhibition, % at 4.4 µM. 1.1% of 290,000 active. AID 1861, 2009; in the data active means inhibition above about 16%, passing the limit was not always enough;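 further: cells stimulated with the agonist NPW; 0% = agonist with vehicle and 100% = vehicle without agonist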
V1R ag counter – agonists of human V1a receptor, primary screen, counter-screen for OXTR agonist project, fluorescence, CHO-V1R cells. Fluo-8 calcium fluorescence, agonist mode; 0% DMSO, 100% 3 nM vasopressin. activation, % at 3 µM. 0.25% of 320,000 active. AID 2797, 2010;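 active means activation above the mean activation of all tested compounds plus 3 SD, per screening run, cut at about 20% in these data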;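 further: signal is peak over basal fluorescence ratio across a 100 second FLIPR read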
PHOSPHO1 inh – PubChem AID 1565; Phosphoethanolamine/phosphocholine phosphatase (Homo sapiens), Q8TCT1; recombinant PHOSPHO1, absorbance phosphatase assay; inhibition, % at 13.3 µM; 1.1% of 290,000 active; in the data active means inhibition above about 60%
GalR3 antagonist – GalR3 antagonists in HEK293 cells, primary screen, cell-based, fluorescence readout. Galanin receptor type 3 (Homo sapiens), O60755. HEK293 GalR3-CNG cAMP membrane potential fluorescence; galR3 body fused to GalR1 C-terminus. inhibition, % at 3 µM. 0.44% of 360,000 active;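 active means inhibition above the screen-wide average plus 3 SD, cut at about 13% in these data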;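 further: forskolin and galanin both at EC90 stimulate the cells; cAMP rise reported by CNG channel membrane potential dye signal; 0% = forskolin plus galanin with DMSO and 100% = forskolin alone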
Target sequence (O60755 1-299 limits assumed): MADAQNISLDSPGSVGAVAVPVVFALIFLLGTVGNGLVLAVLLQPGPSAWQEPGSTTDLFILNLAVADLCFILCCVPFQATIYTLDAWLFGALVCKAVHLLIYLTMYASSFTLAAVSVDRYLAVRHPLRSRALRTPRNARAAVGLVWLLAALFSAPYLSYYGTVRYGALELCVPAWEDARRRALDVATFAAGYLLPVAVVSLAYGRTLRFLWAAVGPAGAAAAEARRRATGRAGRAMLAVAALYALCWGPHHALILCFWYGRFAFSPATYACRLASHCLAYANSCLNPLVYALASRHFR
MEKK2 WT-MEK5 – modulators of MEK5 binding to wildtype MEKK2, primary screen, biochemical, multiplex bead flow cytometry, Alexa488-MEK5; Alexa488-MEK5 binding to MEKK2 WT; actives lie on both sides; binding response (% of control), % at 10 µM; Mitogen-activated protein kinase kinase kinase 2 (Homo sapiens), Q9Y2U5; 1.1% of 290,000 active; in the data active means binding response below about 67% or above about 130%
NALP1 inh – NALP1 inflammasome inhibitors in reconstituted yeast, colorimetric, S. cerevisiae, triplicate retest. S. cerevisiae NALP1/ASC/caspase-1 growth, X-gal OD620, 72 h. inhibition, % at 10 µM. 0.61% of 280,000 active. AID 2071, 2009; in the data active means inhibition mostly above about 24%, no sharp cut-off; inactive means mostly below about 32%; further: some compounds called inactive have numbers as strong as hits
MEKK2 mut-MEK5 – MEK5 binding signal on mutant MEKK2 PB1, primary screen, biochemical, multiplex bead flow cytometry, Alexa488-MEK5; percent response, % at 10 µM; Alexa488-MEK5 binding to MEKK2 mutant; 0.35% of 290,000 active; in the data active means percent response above about 24%, passing the limit was not always enough; further: inactives centre near 1; some results filed as inactive read as strong as hits; reference of the scale not given here
An asterisk follows results filed as active; . = no result given; [ ] = dose if it differs, or a comment. The order is random; any-hit rate near 5.4%.

mol	OXTR ag	MEKK3 PB1 HTS	GPR7 antag	V1R ag counter	PHOSPHO1 inh	GalR3 antagonist	MEKK2 WT-MEK5	NALP1 inh	MEKK2 mut-MEK5
O=C(O)CSc1ncnc2sc(-c3ccccc3)cc12	2.1	84	10	2.5	1	0	81	-4	-9
COc1ccc(-c2cc(=O)oc3c(C)c(OC(C)C(=O)NCc4ccccn4)ccc23)cc1 (configuration not stated)	-1.7	104	0	-1.1	18	-5	103	-8	4
CCC(=O)NCCCc1nc2ccccc2n1Cc1ccccc1F	0.2	107	6	-0.1	32	-5	99	-118	2
Cc1nn(Cc2ccc(F)cc2)c(Cl)c1/C=N/NC(=O)c1ccccc1	-0.5	101	-3	1.0	19	2	98	12	-2
CCC(C)NC(=O)NCc1ccccc1F (configuration not stated)	-0.4	103	-9	-0.7	39	1	98	6	-1
O=C1CCCN1CCCN=c1c([N+](=O)[O-])nn(-c2ccc(Cl)cc2)n1O	.	109	0	.	-4	-5	111	-9	4
COc1cccc(-c2nn(-c3ccccc3)cc2/C=C(/NC(=O)c2ccccc2)C(=O)O)c1	-0.3	103	-1	-0.6	28	-5	102	20	12
Cn1cccc1-c1nc2ccc(NC(=O)c3ccccc3)cc2[nH]1	2.5	105	2	5.3	2	-2	89	0	9
N=c1n(Cc2ccccc2)c2ccccc2n1CC(O)COc1ccc(Cl)cc1Cl (configuration not stated)	.	111	28*	.	-15	-6	220*	12	63*
CC(=O)c1ccc(NS(=O)(=O)c2c(C)cc(C)cc2C)cc1	1.2	94	-9	2.1	41	-4	82	-2	-12
O=C(O)c1ccccc1C(=O)Nc1ccc(Br)c2cccnc12	-1.2	102	-5	0.2	39	-4	95	12	-1
COC(=O)c1c(S(=O)(=O)NCc2ccccc2)sc(C(=O)O)c1C	1.1	107	13	0.7	14	0	108	52	2
O=C(O)c1nccnc1C(=O)Nc1ccc(S(=O)(=O)N2CCOCC2)cc1	1.3	98	-5	0.5	37	-2	96	-7	-6
O=C(CSc1nnc2ccccn12)Nc1ccccc1C(=O)NC1CC1	0.4	93	17	0.4	52	-3	96	24	-5
Cc1ccc2oc(=O)cc(CN3CCCCC3)c2c1	-0.1	100	-2	-0.6	20	-12	103	10	3
COC(=O)c1cnn(-c2nc(OC)cc(OC)n2)c1C	0.5	95	-1	0.4	6	-2	92	13	-1
CC(OC(=O)CCc1nc(=O)c2ccccc2n1C)C(=O)NCc1ccc2c(c1)OCO2 (configuration not stated)	-0.9	104	-15	-0.8	51	-7	100	-20	-2
CC1CCCCC1NC(=S)NC(=O)c1ccccc1Br (configuration not stated)	-1.6	107	-10	-0.9	0	-3	106	22	-1
COc1ccc(CNC(=O)CC2Sc3ccccc3NC2=O)cc1 (configuration not stated)	-2.6	106	1	-1.1	20	-5	93	-24	-10
COC(=O)c1cc(=O)n(-c2ccccc2)c(=Nc2ccccc2)s1	-2.8	112	8	-1.6	-1	.	100	52	13
CCOC(=O)c1c(C)[nH]c(C)c1C(=O)COC(=O)c1ccc(S(=O)(=O)N(CC)CC)cc1	9.2	101	2	8.8	-1	-7	95	-4	6
CC(C)(C)OC(=O)N1CCC(C(=O)NNC(=O)c2ccc(Cl)cc2Cl)CC1	1.1	101	2	0.8	24	-9	99	-11	2
CCOC(=O)c1ccc(NC(=O)C2(c3ccccc3)CCCC2)cc1	0.7	110	-3	4.0	13	-4	107	7	10
COc1ccc(OC)c(C2=NNC(=NCc3ccc4c(c3)OCO4)SC2)c1	-0.5	90	6	-0.1	1	-3	95	.	-3
Cn1c(=O)c2c(SCC(=O)NCc3ccco3)nc(-c3ccccc3Cl)nc2n(C)c1=O	-1.4	100	-6	-1.0	34	0	100	-4	4
O=C(O)COc1ccccc1/C=N/n1c(C2CCCCC2)n[nH]c1=S	.	103	-15	.	-68	-6	105	-12	6
CCN(CC)C(=O)NCc1c(C)cc(C)cc1C	0.0	86	-2	0.0	-4	.	95	-10	-1
CCc1cccc(NC(=S)N(CCCN2CCOCC2)C(C)c2cc3cccc(OC)c3o2)c1 (configuration not stated)	-0.9	102	-9	0.4	0	-4	95	-6	-10
COc1ccc(S(=O)(=O)n2oc(=O)cc2-c2ccccc2)cc1OC	-0.1	111	-11	0.7	19	-3	118	23	6
CC(=O)[C@@]1(O)CC[C@H]2[C@@H]3CCC4=CC(=O)CC[C@]4(C)[C@H]3CC[C@@]21C	-0.8	89	-3	0.0	50	-3	98	19	2
Cc1cccc(NC(=S)N/N=C/c2cccn2Cc2ccc(F)cc2)c1	-0.2	100	-4	-0.7	9	-4	95	22	-3
CCNC(=O)Nc1ccc(S(=O)(=O)Nc2cnc(C)nc2C)cc1	0.0	101	15	0.5	22	-9	96	18	-5
N#Cc1cc2ccccc2n2nnnc12	-0.4	101	-3	0.8	35	-7	105	5	-1
O=C1c2ccccc2C(=O)c2c1oc(C(F)(F)F)c2C(=O)c1ccccc1	-0.9	101	6	0.0	106*	-2	99	-17	6
COC(=O)CSc1snnc1-c1ccc(Cl)cc1Cl	-1.9	98	-3	-1.5	-7	1	100	17	5
CC1CCCN(S(=O)(=O)c2csc(C(N)=O)c2)C1 (configuration not stated)	2.1	100	-9	1.8	48	-8	100	13	-1
O=C(Cn1nc(-c2ccccc2)ccc1=O)N1CCOCC1	0.6	99	-15	0.7	.	-3	100	.	-7
O=C(Nc1ccccc1)c1cccc(C(F)(F)F)c1	-1.9	144*	5	-0.3	6	3	108	36	1
O=C(O)c1ccc(COCC(F)(F)C(F)F)o1	-0.6	101	-9	1.1	-5	11	104	11	6
CCOC(=O)C(=O)Nc1ccc(S(=O)(=O)Nc2nccs2)cc1	0.7	99	-2	0.6	13	4	104	6	5
Cc1ccc2c(COC(=O)c3ccccc3F)cc(=O)oc2c1	0.5	101	3	0.2	35	-9	103	-10	9
CCOC(=O)CSc1nnc(CNc2ccc(Cl)cc2)n1Cc1ccccc1	19	92	-10	14	5	-1	110	-71	4
O=C(CSc1nc2ccc(S(=O)(=O)N3CCOCC3)cc2[nH]1)N1CCOCC1	1.1	104	-11	1.0	67*	-1	105	5	3
Cc1ccc2occ(C3NC(C(=O)O)CS3)c(=O)c2c1 (configuration not stated)	-0.5	93	-2	0.1	1	-1	95	-37	-2
CCC(=O)c1ccc(OCC(=O)c2ccc3c(c2)NC(=O)CO3)cc1	1.3	98	-17	0.0	-4	2	102	10	-9
CC(=O)c1c(C)[nH]c(C(=O)NCc2ccccc2F)c1C	3.0	101	10	2.3	43	-7	104	12	-4
Cc1ccccc1C(=O)c1c[nH]c(C(=O)NCc2ccco2)c1	1.3	106	0	1.2	50	-2	101	2	3
Cn1c(SCC(=O)N2CCOCC2)nnc1-c1cccc(NC(=O)c2ccccc2)c1	-0.2	104	-8	0.0	92*	-3	102	0	0

3 structures out of the list, sorted by molar mass, descending:
mol	OXTR ag	MEKK3 PB1 HTS	GPR7 antag	V1R ag counter	PHOSPHO1 inh	GalR3 antagonist	MEKK2 WT-MEK5	NALP1 inh	MEKK2 mut-MEK5
O=C(CSc1nc2ccc(S(=O)(=O)N3CCOCC3)cc2[nH]1)N1CCOCC1	1.1	104	-11	1.0	67*	-1	105	5	3
CCOC(=O)CSc1nnc(CNc2ccc(Cl)cc2)n1Cc1ccccc1	19	92	-10	14	5	-1	110	-71	4
O=C(Nc1ccccc1)c1cccc(C(F)(F)F)c1	-1.9	144*	5	-0.3	6	3	108	36	1

Remaining list, next part:
mol	OXTR ag	MEKK3 PB1 HTS	GPR7 antag	V1R ag counter	PHOSPHO1 inh	GalR3 antagonist	MEKK2 WT-MEK5	NALP1 inh	MEKK2 mut-MEK5
Oc1ccc2n[nH]nc2c1	-0.1	103	-12	0.5	7	1	102	29	1
Cc1ccc2nsnc2c1S(=O)(=O)Nc1cccc2nsnc12	-1.0	105	1	-0.7	15	-3	102	-20	6
CCCCNC(=S)Nc1ccc(C(F)(F)F)cc1	9.7	75*[inhibitor]	1	4.0	17	-4	90	16	-3
NC(=O)c1ccc2c(c1)OCCO2	-0.2	90	-4	-0.3	10	-2	95	3	-7
COc1cc(C2=NOC(C(=O)Nc3ccc(C)cc3)C2)cc(OC)c1OC (configuration not stated)	2.6	104	-7	3.6	21	-4	106	5	7
COc1c(S(=O)(=O)N2CCCC2)ccc(Cl)c1Cl	-1.2	81	-8	-0.3	2	2	92	2	-8
COc1ccc(C(=O)OCCOc2ccccc2C(C)=O)c(O)c1	0.3	99	10	0.2	-18	2	98	7	-2

Copied from the list.
Result for CCCCNC(=S)Nc1ccc(C(F)(F)F)cc1 in NALP1 inh: 16
Result for NC(=O)c1ccc2c(c1)OCCO2 in MEKK2 WT-MEK5: 95

Fetched by structure from above, 2 records:
mol	OXTR ag	MEKK3 PB1 HTS	GPR7 antag	V1R ag counter	PHOSPHO1 inh	GalR3 antagonist	MEKK2 WT-MEK5	NALP1 inh	MEKK2 mut-MEK5
COc1c(S(=O)(=O)N2CCCC2)ccc(Cl)c1Cl	-1.2	81	-8	-0.3	2	2	92	2	-8
Oc1ccc2n[nH]nc2c1	-0.1	103	-12	0.5	7	1	102	29	1
